# NCI-60 one-dose screen, 48 h, at 10 µM unless noted. Numbers give growth in % (100 = growth as untreated, 0 = no growth, -100 = all killed).
# HOP-92: HOP-92 NSCLC cells | 6.3% of 71,000 active
# HOP-62: HOP-62 NSCLC; AID 1794735; 3.9% of 80,000 active
# A549/ATCC: A549/ATCC NSCLC; 3.7% of 81,000 active; AID 1794740
# EKVX: EKVX NSCLC; 3% of 71,000 active
# UACC-257: UACC-257 melanoma. AID 1794764. 4.4% of 78,000 active
# MALME-3M: MALME-3M melanoma; 5.8% of 78,000 active
# UACC-62: UACC-62 melanoma. 5.4% of 81,000 active
# M14: M14 melanoma | 6.2% of 80,000 active
# Starred values were filed as active, the others as inactive; / = not tested or not shown; & = joins results of further samples. The calls were made as follows: active = growth percent below 10; inactive = the rest. Hits appear at their usual frequency; overall some 10% were active at least once.
SMILES,HOP-92,HOP-62,A549/ATCC,EKVX,UACC-257,MALME-3M,UACC-62,M14
CC(C)c1ccc(/C=N\NC(=O)N/N=C/c2ccc(C(C)C)cc2)cc1,82.8,91.9,100.5,103.8,100.7,113.2,96.3,115.2
O=C1NC(O)C(O)N1 (stereo not drawn),95.4,114.7,105.3,116.3,111.9,106.8,109.6,101.8
O=C(Cc1ccc(F)c(F)c1)Nc1cc(C2(C(F)(F)F)CC2)nn1Cc1ccccc1,-17.7*,-0.1*,9.2*,6.6*,-14.6*,-37.7*,-10.3*,20.2
CC1C(C)N(C(=O)CCl)c2ccccc2N1C(=O)CCl (stereo not drawn),-40.7*,-67.3*,38.4,-60.0*,-70.3*,/,-76.8*,-81.8*
Cc1nn(-c2ccccc2)c2c1C(c1cc3ccccc3[nH]c1=O)C1=C(CC(C)(C)CC1=O)N2 (stereo not drawn),107.5,91.7,75.4,90.7,89.9,96.8,106.2,97.4
CCCCc1oc2ccc([N+](=O)[O-])cc2c1C(=O)c1ccc(C#CC2CC2)cc1,70.7,102.1,95.9,83.3,95.5,85.0,64.7,89.4
O=C(Nc1cccc(Br)c1)N1c2ccccc2SC12CCCC2,71.2,94.0,89.4,/,100.7,101.9,91.4,111.6
O=C(O)c1ccc(/C=N\N=C\c2ccco2)cc1,95.7,/,104.3,105.0,106.2,105.5,96.9,92.2
c1cncc(-c2nc(N3CCOCC3)c3c4c(sc3n2)CCCCCC4)c1,/,96.8,78.5,/,92.5,108.0,74.0,89.7
COc1cc(-c2nn(C(C)(C)C)cc2-c2ccnc(NCCCNS(=O)(=O)c3ccc(F)cc3)n2)ccc1F,97.3,92.8,76.2,77.3,100.6,103.4,82.3,91.3
COc1cccc(/C=C2\Cc3c(F)ccc(Br)c3C2=O)c1OC,94.9,92.3,99.3,90.0,102.6,101.9,88.4,95.4
COc1cc(/C=N/NC(=S)NNC(=S)NCc2ccco2)cc(OC)c1OC,87.1,95.0,98.9,100.4,95.8,98.9,86.8,96.6
O=C1c2ccccc2CCC1[n+]1ccc2ccccc2c1 (stereo not drawn),89.5,72.1,95.7,98.3,96.3,110.3,101.1,91.9
O=c1oc2cc([N+](=O)[O-])ccc2n1SC(Cl)(Cl)Cl,90.4,90.4,102.7,99.7,106.1,106.4,104.5,94.5
Cc1oc(-c2ccc(Cl)cc2Cl)cc1C(=O)Nc1nccs1,110.4,85.4,51.8,70.7,113.6,85.1,91.7,99.5
C[C@@H]1CN(Cc2ccc(F)cc2)[C@@H](C)CN1C(=O)c1cc2c(C(=O)C(=O)N(C)C)cn(C)c2cc1Cl,90.0,71.4,53.1,97.5,70.6,102.8,79.9,106.9
CCC(=O)Nc1cccc(C(=O)Nc2cccc(NC(C)=O)c2)c1,156.3,106.2,101.4,/,99.4,97.8,112.4,102.3
COc1ccc(OC)c(Nc2nnc(-c3ccc(O)c(OC)c3)o2)c1,85.1,77.6,75.5,82.5,115.3,79.9,96.7,74.6
Cc1nc2sc(C(=O)Nc3cccc(Br)c3)c(N)c2cc1C(=O)c1ccc(C(F)(F)F)cc1,80.0,60.6,74.7,87.7,95.2,81.0,82.7,69.2
CCOC(=O)C1=C(N)Oc2c(sc3c(F)cccc23)C1c1ccc(Cl)cc1 (stereo not drawn),92.2,96.6,99.1,79.4,103.0,105.7,/,98.6
CCOC(=O)c1c[nH]c2cc([N+](=O)[O-])ccc2c1=O,104.0,101.8,92.8,107.7,103.5,108.4,108.5,106.5
C=C[C@@H]1C[C@@H]2Cc3c(C)cc(C)cc3N1O2,45.6,91.2,95.1,81.6,101.3,77.0,96.0,104.2
Cc1c(-c2csc(N)n2)nnn1-c1ccc([N+](=O)[O-])cc1,83.6,88.2,89.9,105.8,95.2,102.2,88.7,86.0
c1ccc(CCSc2ncnc3nc[nH]c23)cc1,110.2,102.7,77.3,73.4,46.2,105.8,76.9,97.5
CN(C)Cc1cc(C(C)(C)C)cc(Cl)c1O,/,93.0,94.5,102.5,93.7,102.9,104.7,92.7

# (continued)
SMILES,HOP-92,HOP-62,A549/ATCC,EKVX,UACC-257,MALME-3M,UACC-62,M14
NCCNCCCCCCCCCCCCOS(=O)(=O)O,86.6,90.8,90.9,90.2,90.8,101.8,104.6,102.8
COc1ccc(OC)c2c1nnc1c3cccnc3c(C#N)n12,/,95.2,100.8,123.6,110.5,103.1,98.3,109.1
CCOc1ccc(NC(=O)NCCN2CCN(C(=O)Nc3ccc(OCC)cc3)CC2)cc1,92.9,/,96.3,100.1,101.9,83.2,100.0,100.6
CN(C)/C(N)=N/c1nc(=O)c2ccccc2c(=O)[nH]1,95.4,95.0,102.7,96.1,102.5,97.4,100.9,99.4
COc1cc(N)ccc1NC(C)=O,100.4&99.8,91.2&108.0,96.4&105.2,98.1&101.1,97.9&115.8,102.0&91.1,90.1,106.0
CC1(C)CC[C@]2(C(=O)N3CCCNCC3)CC[C@]3(C)C(=CC[C@@H]4[C@@]5(C)CCC(=O)C(C)(C)[C@@H]5CC[C@]43C)[C@H]2C1,96.6,109.4,105.6,103.4,105.4,110.0,89.6,109.8
CC1=NN(c2cccc(Cl)c2)C(=O)/C1=C\c1cn(Cc2ccccc2)c2ccccc12,94.4,82.0,90.9,82.4,93.1,92.0,78.1,93.8
O=C(Nc1cccc(-n2cc(-c3ccncc3)c(-c3ccc(O)c(Cl)c3)n2)c1)c1ccc(Cl)c(Cl)c1,/,67.7,41.2,/,10.8,29.5,51.1,29.2
CS(=O)(=O)c1ccc(-c2nc3ccccn3c2/C=N/NC(=S)Nc2ccc(Cl)cc2)cc1,/,98.3,94.6,94.9,101.8,98.6,92.4,110.1
Cc1c2ccccc2c(C)c2c1cc(Br)c1ccccc12,116.9,95.7,92.3,100.6,93.0,86.9,68.1,87.0
S=C1SCN(CCc2ccccc2)CN1CCc1ccccc1,/,87.6,90.8,109.2,71.6,87.3,94.9,119.9
COc1ccc(CN2CCc3c(nc(N)nc3Sc3ccc(C(C)C)cc3)C2)c(OC)c1,67.1,108.7,83.4,72.5,79.1,147.0,82.1,94.6
N#Cc1c(N2CCCC2)nc2sc3cc(Cl)ccc3n2c1=N,82.6,104.1,114.6,85.9,117.9,94.5,71.7,108.9
Cc1cc2nc3c([nH]c2cc1C)c1ccc(=O)cc1n3CCN(C)C,/,43.2,28.4,76.7,64.0,27.2,65.8,43.8
CCc1c(C)c2cc3[nH]c(N)nc3c(C)c2oc1=O,116.0,102.9,100.9,103.1,102.9,99.2,93.9,102.2
N#Cc1c(-c2cccs2)cc(-c2cnccn2)nc1SCC(=O)NNC(=S)Nc1ccc(F)cc1,111.9,106.5,100.5,102.9,112.1,126.8,87.8,104.1
CCCCNC(=O)c1ccc([N+](=O)[O-])cc1,94.7,94.6,96.5,97.6,92.9,94.8,98.5,97.4
O=c1cc(N2CCOCC2)oc2cc(-c3cc4ccccc4o3)ccc12,79.5,71.6,76.5,82.2,87.0,111.7,97.5,93.3
Clc1ccc(Cn2cc(CSc3nc4ccccc4o3)nn2)cc1Cl,104.2,87.0,81.8,96.6,86.7,107.3,100.2,104.8
O=C(O)c1ccc(N2C(=O)/C(=C\c3ccc(-c4ccc(F)cc4)o3)SC2=S)cc1,106.1,111.5,101.7,87.9,103.2,98.6,99.7,101.2
CSc1nc(-c2cccs2)c2c(N)nn(S(=O)(=O)c3ccc(C)cc3)c2n1,80.0,83.7,92.6,96.5,97.8,98.6,69.6,103.8
COCCCNCCOC(=O)c1ccc(N)cc1,85.4,102.9,102.0,104.6,94.8,94.9,95.8,101.9
Cc1occc1-c1nc2s/c(=C\c3cn(-c4ccccc4)nc3-c3ccccc3)c(=O)n2n1,67.8,117.6,95.7,99.4,96.0,101.5,92.1,100.2
COc1cc(-c2cc(-c3cccc(OCC(=O)O)c3)[nH]c(=O)c2C#N)ccc1O,104.1,103.4,101.8,96.9,104.1,99.8,92.1,102.2
Oc1cc(Nc2ccnc3cc(Cl)ccc23)c2ncccc2c1,39.3,74.4,84.2,98.5,82.2,52.0,81.4,75.8

# Following part.
SMILES,HOP-92,HOP-62,A549/ATCC,EKVX,UACC-257,MALME-3M,UACC-62,M14
CN1CC2(SC(=Nc3ccccc3)N(Nc3ccccc3)C2=O)C2(C1)C(=O)N(C)c1ccccc12 (stereo not drawn),93.4,93.2,94.0,93.8,100.9,97.7,85.4,99.2
N/N=C1\NNC2(O1)C(=O)Nc1ccccc12 (stereo not drawn),96.8,85.9,99.8,76.8,99.1,107.7,93.5,100.7
O=C(c1ccccc1)c1ccc(N2CCOCC2)cc1,/,98.2,98.4,96.2,102.8,96.5,98.8,101.0
COc1cccc(/C=C2\SC(=Nc3ccc(NC(C)=O)cc3)NC2=O)c1,135.4,111.9,108.6,107.4,103.0,116.4,113.0,111.7
Cc1cc(C)c(/C=C(\C#N)c2nc3ccccc3s2)[nH]1,114.9,70.2,89.5,65.9,90.1,112.4,72.4,91.3
Cc1c(C(N)=O)sc2c1c(=O)n(Cc1ccccc1)c1nncn21,112.6,77.9,98.3,102.8,108.0,110.7,105.0,99.1
Cc1nc(N)sc1-c1ccccc1,81.8,/,/,105.3,118.7,121.3,104.5,114.8
O=C(Nc1nccs1)c1noc2ccccc12,76.2,86.8,95.7,88.6,90.6,96.8,88.0,96.0
CC(O)C(=O)N(C)c1ccccc1 (stereo not drawn),/,96.0,104.1,116.6,112.7,147.2,121.8,112.6
Clc1ccc2oc3c(OCCCN4CCOCC4)c4ccccc4nc3c2c1,81.6,72.4,66.5,81.2,90.9,77.5,86.2,89.4
O=C1c2ccccc2C(=O)N1Cc1ccc(Cl)cc1[N+](=O)[O-],90.5,109.8,98.6,104.9,97.1,82.7,102.6,101.5
COc1ccc(/C=C/c2ccc3ccccc3[n+]2C)cc1,/,68.9,/,/,/,62.2,91.7,87.4
NC(N)=Nc1cc2ccccc2c2ccccc12,/,101.3,27.8,83.9,1.4*,76.2,75.0,85.0
CCCOC(=O)N1CCCCC1CCC (stereo not drawn),84.3,104.4,104.6,110.4,102.3,115.0,102.1,110.5
Cc1ccc(-c2onc3c(=O)[nH]nc(-c4ccccc4)c23)cc1,31.8,26.5,31.5,39.0,47.3,82.6,44.8,23.2
Nc1nn(-c2ccc(Br)cc2)c2cccc[n+]12,96.4,99.5,88.0,/,68.7,91.0,99.3,100.9
Clc1cccc(Cl)c1/C=C/c1cc(/C=C/c2ccccc2)c2ccccc2n1,106.6,111.4,97.3,95.7,106.9,108.2,104.4,93.9
Cc1cccc(Nc2cc(Cl)nc(N)n2)c1,85.5,97.7,97.1,84.6,107.7,111.0,96.1,105.4
COc1cc(OC)c(/C=C/S(=O)(=O)Cc2ccc(OC)c(N)n2)c(OC)c1,79.9,11.6,6.4*,37.3,47.8,59.2,42.3,11.2
COc1cc2nncc(SC)c2cc1OC,/,106.0,98.3,83.4,102.2,119.8,98.6,110.5
COC(=O)c1ccc(Nc2nc3ccccc3cc2C=O)cc1,81.7,94.0,94.4,85.9,91.4,95.1,88.6,99.1
COc1cc(-c2nc3ccc(C)cc3n2CC(=O)Nc2nc3ccc(OC(F)(F)F)cc3s2)cc(OC)c1OC,/,83.0,102.7,79.9,103.4,99.1,65.8,94.5
N#Cc1c(-c2ccc(Br)cc2)cc(-c2ccccc2)[nH]c1=O,76.6,91.7,85.6,81.6,96.0,105.0,93.4,113.7
CCOC(=O)c1c(NC(=S)Nc2ccc([N+](=O)[O-])cc2)nn(C)c1Nc1ccccc1,78.2,96.6,98.9,97.1,104.1,104.1,89.4,96.3
CC(=O)C1SCC[S+]1C (stereo not drawn),87.6,98.5,101.0,116.3,99.7,/,101.4,110.1
O=C1C(=O)c2c(ccc3ccccc23)-c2ccccc21,-20.6*,9.4*,24.1,100.5,-37.4*,-83.8*,-25.2*,-44.6*
CC1CN(CCCN)C(C)CN1CCCN (stereo not drawn),81.9,94.6,69.7,106.4,72.7,97.5,94.0,105.8
N#Cc1c(-c2cccs2)cc(-c2cnccn2)nc1SCC(=O)c1ccc(F)cc1,76.0,76.4,86.6,58.9,108.7,100.6,81.1,115.8
Cn1c(=O)c2nc(SCc3ccccc3)n(C)c2n(C)c1=O,/,107.1,99.2,123.1,111.5,143.0,109.4,107.4
CCCCOC(=O)c1ccc(C)cc1,103.2,115.1,111.8,106.4,/,109.6,105.3,112.1

# Compound activity: PubChem BioAssay, NCI
